Screens from PubChem.
S1P3 ag: activates the human S1P3 receptor. Q99500. S1P3 NFAT-BLA reporter cells, agonism, FRET ratio; relative to 1 µM S1P, basal subtracted. activation, % at 4.5 µM. hit rate 0.1% among 60,000;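 active means activation above the screen-wide mean plus 3 SD, cut at about 4.5% in these data, passing the limit was not always enough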; further: some compounds called inactive have numbers as strong as hits
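Assay system: CHO cells stably expressing human S1P3, Gα16 and NFAT-β-lactamase reporter. Timing: overnight plating, 4 h compound 37 °C, 2 h substrate RT. Signal: β-lactamase FRET emission ratio 460/535 nm. Measure: percent activation versus median 1 µM S1P response, basal-subtracted, per plate. Repeats: primary screen single test, confirmation screen in triplicate.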
HTR1E agonist: 5-HT1E (human) receptor agonism; CHO 5-HT1E Ga15 NFAT-bla reporter, FRET; 0% DMSO wells, 100% control agonist wells; P28566; hit rate 0.69% among 65,000; activation, % at 6 µM;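 active means activation above a set limit, the screen-wide mean activation plus 3 SD, cut at about 8.5% in these data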;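 further: 100% = positive control agonist at 1 µM giving full maximal response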
M1 antagonist: M1 muscarinic receptor (rat) antagonism | hit rate 3.4% among 64,000 | CHO-M1 cells, Fluo-4 calcium, ACh EC80 antagonist mode; stronger effect = lower value | AID 628 | B-score at 10 µM;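 active means calcium fluorescence response, raw or row-and-column corrected B-score, differing from the plate sample mean either way at a set confidence level, mostly lower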
Target sequence (P08482 whole entry, looked up): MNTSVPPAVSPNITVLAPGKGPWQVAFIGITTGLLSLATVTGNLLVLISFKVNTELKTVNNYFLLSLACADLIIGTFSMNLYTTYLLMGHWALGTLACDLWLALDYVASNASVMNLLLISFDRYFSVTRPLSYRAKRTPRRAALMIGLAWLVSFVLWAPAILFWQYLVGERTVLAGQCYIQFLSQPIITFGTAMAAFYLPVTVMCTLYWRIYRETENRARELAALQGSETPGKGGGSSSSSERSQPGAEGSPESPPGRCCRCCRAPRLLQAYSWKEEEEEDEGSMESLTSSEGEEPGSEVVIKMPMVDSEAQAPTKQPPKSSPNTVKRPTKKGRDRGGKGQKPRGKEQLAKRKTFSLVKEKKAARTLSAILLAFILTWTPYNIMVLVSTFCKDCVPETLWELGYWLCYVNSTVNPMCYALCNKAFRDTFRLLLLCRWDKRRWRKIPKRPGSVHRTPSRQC
HER2 expr 66K: lowers expression of human Her2 kinase; P04626; SKBR-3 HER2 protein level, AlphaScreen, 18-24 h; stronger effect = lower value; HER2 level % of control, % at 10 µM; hit rate 0.69% among 65,000;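 active means HER2 level under 5% of the carrier-only control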;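 further: 100% = DMSO carrier and 0% = 500 nM PU-H71 HSP90 inhibitor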
M1 ag: activates the M1 muscarinic receptor; CHO-M1 cells, Fluo-4 calcium fluorescence, agonist mode; stronger effect = higher value; B-score at 10 µM; hit rate 3% among 64,000; AID 626;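 active means fluorescence rise, raw or as B-score row- and column-corrected plate score, outside the 99.7% band of its plate's samples, either direction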
Jurkat tox 60K: cytotoxic compounds reducing Jurkat cell viability; Jurkat E6.1 viability, ATP luminescence, 48 h; inhibition, % at 4 µM; hit rate 1.2% among 56,000; AID 463;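 active means inhibition above the mean inhibition of all tested compounds plus 3 SD, cut at about 28% in these data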
5HT1E antag: 5-HT1E (human) receptor antagonism. P28566. AID 571. inhibition, % at 6 µM. CHO 5-HT1E Ga15 NFAT-bla reporter, FRET, antagonist. hit rate 0.99% among 65,000;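 active means inhibition above a set limit, the mean inhibition across every tested compound plus 3 SD, cut at about 29% in these data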;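 further: signal is the 460 over 535 nm emission ratio of beta-lactamase substrate; 0% = agonist plus DMSO wells and 100% = wells without agonist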
S1P1 ag-PAM: activates or potentiates agonism at human S1P1 receptor. P21453. S1P1 CRE-bla cells, forskolin, beta-lactamase FRET, potentiator mode; S1P1 agonist co-added at EC20, 2 nM; 100% = saturating reference agonist, 0% = basal. activation, % at 9.5 µM. hit rate 0.57% among 56,000. AID 449;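 active means activation above a cutoff set at the mean activation of all tested compounds plus 3 SD, cut at about 54% in these data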;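 further: forskolin at 4 µM as EC80 and the EC20 agonist is SEW2871; 100% = SEW2871 at its EC100 plus forskolin at EC80; some compounds past the cut are filed as inactive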
Target sequence (P21453 whole entry, looked up): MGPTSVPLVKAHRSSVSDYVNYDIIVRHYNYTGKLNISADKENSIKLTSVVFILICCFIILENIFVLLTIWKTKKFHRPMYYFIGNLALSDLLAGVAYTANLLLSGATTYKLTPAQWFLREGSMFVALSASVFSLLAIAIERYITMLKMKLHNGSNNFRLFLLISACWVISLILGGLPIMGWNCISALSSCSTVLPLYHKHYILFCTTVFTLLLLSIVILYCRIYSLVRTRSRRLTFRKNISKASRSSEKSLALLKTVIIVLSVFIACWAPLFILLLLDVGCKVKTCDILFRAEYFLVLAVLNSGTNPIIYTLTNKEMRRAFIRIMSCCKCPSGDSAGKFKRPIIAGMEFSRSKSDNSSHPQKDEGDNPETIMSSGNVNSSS
HEK293 NFkB inh: lowers PMA/ionomycin-induced NF-kB signal in HEK293 cells | AID 465 | hit rate 0.21% among 62,000 | HEK-293 NF-kB luciferase reporter, luminescence | inhibition, % at 3 µM;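 active means inhibition above the mean of all tested compounds plus 3 SD, cut at about 40% in these data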;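 further: 0% = stimulated DMSO wells and 100% = 10 µM reference inhibitor 5653914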
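Material: HEK-293 cells with stable firefly luciferase reporter driven by four HIV NF-kB elements / Also added: PMA plus ionomycin mix as NF-kB-activating stimulus / Compound dosing: 3 µM once, 0.30% DMSO / Times: 1 h pretreatment, 16 h stimulation, 37 °C / Signal: luminescence / Evaluation: per-plate % inhibition versus controls / Benchmarks: DMSO and 10 µM reference inhibitor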
Active calls of the source: *. The order is random; any-hit rate near 9.2%.

Results for Cc1noc(C(=O)Nc2c(C)nn(Cc3ccccc3)c2C)c1Cl ?
S1P3 ag: -0.3; HTR1E agonist: 0.1; M1 antagonist: 0.38; HER2 expr 66K: 94; M1 ag: 0.023; Jurkat tox 60K: 0; 5HT1E antag: -15; S1P1 ag-PAM: -9; HEK293 NFkB inh: 5

How did COC(=O)C(C)Sc1ccc2nnc(-c3ccc(F)cc3)n2n1 (centres undefined) do in these assays?
S1P3 ag: 0.0; HTR1E agonist: -1.6; M1 antagonist: 0.79; HER2 expr 66K: 115; M1 ag: 0.094; Jurkat tox 60K: 2; 5HT1E antag: 7; S1P1 ag-PAM: 9; HEK293 NFkB inh: -1

How did CCOCCCNc1ncc2c(n1)CC(c1ccc(C)cc1)CC2=O (centres undefined) do in these assays?
S1P3 ag: -1.0; HTR1E agonist: -0.6; M1 antagonist: -0.15; HER2 expr 66K: 77; M1 ag: 0.21; Jurkat tox 60K: 5; 5HT1E antag: -7; S1P1 ag-PAM: -6; HEK293 NFkB inh: 11

How did N#Cc1cccc(C(c2nnnn2CCc2ccccc2)N2CCN(C3CCCCC3)CC2)c1 (centres undefined) do in these assays?
S1P3 ag: 0.0; HTR1E agonist: 0.1; M1 antagonist: -1.4; HER2 expr 66K: 82; M1 ag: -0.45; Jurkat tox 60K: 2; 5HT1E antag: -4; S1P1 ag-PAM: 0; HEK293 NFkB inh: 3

Results for COc1ccc(S(=O)(=O)NCC(=O)N(CC(=O)NCC2CCCO2)c2ccccc2C)cc1 (centres undefined) ?
S1P3 ag: -1.3; HTR1E agonist: -0.4; M1 antagonist: -0.062; HER2 expr 66K: 137; M1 ag: -0.16; Jurkat tox 60K: -4; 5HT1E antag: 7; S1P1 ag-PAM: 4; HEK293 NFkB inh: 9

How did O=C(CCC1CCCC1)N1CCN(C(=O)c2cccnc2)CC1 do in these assays?
S1P3 ag: -0.4; HTR1E agonist: -0.4; M1 antagonist: 0.064; HER2 expr 66K: 241; M1 ag: -0.36; Jurkat tox 60K: 2; 5HT1E antag: 1; S1P1 ag-PAM: -5; HEK293 NFkB inh: 2

What do the screens show for `O=C(NCN1C(=O)C2C3C=CC(C3)C2C1=O)Nc1ccccn1` (centres undefined)?
S1P3 ag: -0.4; HTR1E agonist: 0.1; M1 antagonist: 0.019; HER2 expr 66K: 95; M1 ag: 0.36; Jurkat tox 60K: -2; 5HT1E antag: -5; S1P1 ag-PAM: -22; HEK293 NFkB inh: 19

Results for Cc1ccc(OCCN2CCN(C(=O)CCC(=O)Nc3nnc(C)s3)CC2)cc1 ?
S1P3 ag: -1.0; HTR1E agonist: 0.9; M1 antagonist: -0.77; HER2 expr 66K: 113; M1 ag: -1.1; Jurkat tox 60K: 13; 5HT1E antag: -4; S1P1 ag-PAM: 5; HEK293 NFkB inh: 4

How did O=C(Oc1ccccc1)c1ccc(-n2cnnn2)cc1 do in these assays?
S1P3 ag: -1.2; HTR1E agonist: 0.4; M1 antagonist: 0.09; HER2 expr 66K: 71; M1 ag: -0.52; Jurkat tox 60K: 0; 5HT1E antag: -3; S1P1 ag-PAM: -24; HEK293 NFkB inh: 9

Results for COc1ccc(CCNC(=O)CSc2nnc(-c3cccc(F)c3)o2)cc1OC ?
S1P3 ag: -1.5; HTR1E agonist: 0.2; M1 antagonist: -0.0014; HER2 expr 66K: 93; M1 ag: -1.3; Jurkat tox 60K: 13; 5HT1E antag: 17; S1P1 ag-PAM: 8; HEK293 NFkB inh: 8

What do the screens show for `CCC(=O)N1c2ccccc2-c2nnc(SC)nc2OC1c1ccc(N(C)C)cc1` (centres undefined)?
S1P3 ag: -1.3; HTR1E agonist: 0.1; M1 antagonist: -0.32; HER2 expr 66K: 84; M1 ag: 0.088; Jurkat tox 60K: 2; 5HT1E antag: 7; S1P1 ag-PAM: 25; HEK293 NFkB inh: -3

How did c1csc(-c2nc(-c3ccncc3)no2)c1 do in these assays?
S1P3 ag: -0.8; HTR1E agonist: 0.7; M1 antagonist: 0.87; HER2 expr 66K: 94; M1 ag: -0.67; Jurkat tox 60K: -11; 5HT1E antag: -9; S1P1 ag-PAM: 3; HEK293 NFkB inh: -16

How did CCc1nn2c(=O)cc(CSc3nc4sc5c(c4c(=O)n3C)CCCC5)nc2s1 do in these assays?
S1P3 ag: -0.3; HTR1E agonist: 1.4; M1 antagonist: -0.37; HER2 expr 66K: 124; M1 ag: -0.91; Jurkat tox 60K: -5; 5HT1E antag: 1; S1P1 ag-PAM: -39; HEK293 NFkB inh: 22

Results for Cc1cccc(CSC2=NCCN2C(=O)c2ccco2)c1 ?
S1P3 ag: -0.9; HTR1E agonist: -0.4; M1 antagonist: -1.1; HER2 expr 66K: 83; M1 ag: 0.051; Jurkat tox 60K: -8; 5HT1E antag: 5; S1P1 ag-PAM: -18; HEK293 NFkB inh: 12

What do the screens show for `C=CCn1c(SCC(=O)NCc2ccco2)nc2sc3c(c2c1=O)CCC3`?
S1P3 ag: -0.4; HTR1E agonist: -0.5; M1 antagonist: -0.16; HER2 expr 66K: 82; M1 ag: -0.47; Jurkat tox 60K: -3; 5HT1E antag: 4; S1P1 ag-PAM: -23; HEK293 NFkB inh: -20

Results for O=C(C1CCN(S(=O)(=O)c2cccc3nsnc23)CC1)N1CCCc2ccccc21 ?
S1P3 ag: -0.8; HTR1E agonist: 0.3; M1 antagonist: 0.013; HER2 expr 66K: 108; M1 ag: 1.5; Jurkat tox 60K: -3; 5HT1E antag: 0; S1P1 ag-PAM: -3; HEK293 NFkB inh: 13

What do the screens show for `COCCNC(=O)c1ccc(CS(=O)(=O)c2ccccc2)o1`?
S1P3 ag: 0.1; HTR1E agonist: 0.2; M1 antagonist: 0.43; HER2 expr 66K: 136; M1 ag: -0.035; Jurkat tox 60K: -6; 5HT1E antag: -4; S1P1 ag-PAM: -17; HEK293 NFkB inh: 17

How did Cn1c(Cn2nnc3ccccc32)nnc1SCC(N)=O do in these assays?
S1P3 ag: 6.1; HTR1E agonist: 0.2; M1 antagonist: 0.37; HER2 expr 66K: 106; M1 ag: 0.15; Jurkat tox 60K: 3; 5HT1E antag: 10; S1P1 ag-PAM: 10; HEK293 NFkB inh: -3

Results for CCOC(=O)N1CCN(C(=O)c2cc3c(=O)[nH]c4ccccc4c3s2)CC1 ?
S1P3 ag: -1.5; HTR1E agonist: 0.9; M1 antagonist: 0.2; HER2 expr 66K: 86; M1 ag: 1.6; Jurkat tox 60K: -4; 5HT1E antag: 11; S1P1 ag-PAM: -7; HEK293 NFkB inh: 7

Results for O=C(CCNS(=O)(=O)c1ccc2c(c1)CCC(=O)N2)NCc1cccnc1 ?
S1P3 ag: -0.4; HTR1E agonist: -1.1; M1 antagonist: -0.28; HER2 expr 66K: 134; M1 ag: 0.026; Jurkat tox 60K: -1; 5HT1E antag: 1; S1P1 ag-PAM: 5; HEK293 NFkB inh: 3

What do the screens show for `O=C1c2ccccc2C(=O)N1CCN1CCCCC1`?
S1P3 ag: -0.8; HTR1E agonist: 0.8; M1 antagonist: 0.33; HER2 expr 66K: 89; M1 ag: 0.21; Jurkat tox 60K: -3; 5HT1E antag: 4; S1P1 ag-PAM: -3; HEK293 NFkB inh: 11

Results for CN(C)c1nc2sc3c(c2c(=O)n1C)CC(C)(C)OC3 ?
S1P3 ag: -2.2; HTR1E agonist: 0.5; M1 antagonist: -0.19; HER2 expr 66K: 107; M1 ag: -2.3; 5HT1E antag: 7; S1P1 ag-PAM: -18

How did CNC(=O)Nc1cccc(C(F)(F)F)c1 do in these assays?
S1P3 ag: 0.2; HTR1E agonist: 0.0; M1 antagonist: -1.2; HER2 expr 66K: 68; M1 ag: -0.033; Jurkat tox 60K: -3; 5HT1E antag: -5; S1P1 ag-PAM: -17; HEK293 NFkB inh: 4

How did COc1ccccc1NC(=O)CCNC(=O)Cn1ccc2ccccc2c1=O do in these assays?
HTR1E agonist: 1.1; M1 antagonist: -0.45; HER2 expr 66K: 213; M1 ag: 0.47; 5HT1E antag: -9; HEK293 NFkB inh: 17

How did Cn1c(=O)[nH]c(=O)c2c1nc(N1CCN(c3cccc(Cl)c3)CC1)n2CCCc1ccccc1 do in these assays?
S1P3 ag: -3.1; HTR1E agonist: 0.1; M1 antagonist: -0.0037; HER2 expr 66K: 69; M1 ag: -0.15; 5HT1E antag: -8; S1P1 ag-PAM: 12

What do the screens show for `CCOC(=O)C1=C(C)OC(N)=C(C#N)C1c1cc2c(cc1Br)OCO2` (centres undefined)?
S1P3 ag: -0.2; HTR1E agonist: -0.2; M1 antagonist: -1.9*; HER2 expr 66K: 82; M1 ag: -0.73; Jurkat tox 60K: -1; 5HT1E antag: -1; S1P1 ag-PAM: -20; HEK293 NFkB inh: 24

How did CCOc1ccc(CCNC(=O)c2cccnc2N2CCCC2)cc1OCC do in these assays?
S1P3 ag: -0.1; HTR1E agonist: 0.9; M1 antagonist: 0.48; HER2 expr 66K: 95; M1 ag: -0.33; Jurkat tox 60K: -3; 5HT1E antag: 3; HEK293 NFkB inh: 3

Results for Cc1ccc(N2C(=O)c3n[nH]c(C)c3C2c2cccnc2)cc1 (centres undefined) ?
S1P3 ag: -1.2; HTR1E agonist: -0.9; M1 antagonist: 0.15; HER2 expr 66K: 102; M1 ag: 1.1; Jurkat tox 60K: 1; 5HT1E antag: 15; S1P1 ag-PAM: 9; HEK293 NFkB inh: -5

How did Nc1cccc2c1C(=O)N(c1ccccc1)C2=O do in these assays?
S1P3 ag: 0.2; HTR1E agonist: 0.9; M1 antagonist: -0.37; HER2 expr 66K: 64; M1 ag: 70*; Jurkat tox 60K: 2; 5HT1E antag: 23; S1P1 ag-PAM: 30; HEK293 NFkB inh: 18

What do the screens show for `CCN1CCN(c2ncc(C(=O)Nc3c(F)cc(F)cc3Br)c3ccccc23)CC1`?
S1P3 ag: -1.0; HTR1E agonist: 2.8; M1 antagonist: -10*; HER2 expr 66K: 114; M1 ag: -1.6; Jurkat tox 60K: 5; 5HT1E antag: 11; S1P1 ag-PAM: 14; HEK293 NFkB inh: 8

Reprinted at random: 3 records from the list.
How did Nc1cccc2c1C(=O)N(c1ccccc1)C2=O do in these assays?
S1P3 ag: 0.2; HTR1E agonist: 0.9; M1 antagonist: -0.37; HER2 expr 66K: 64; M1 ag: 70*; Jurkat tox 60K: 2; 5HT1E antag: 23; S1P1 ag-PAM: 30; HEK293 NFkB inh: 18

Results for O=C(CCNS(=O)(=O)c1ccc2c(c1)CCC(=O)N2)NCc1cccnc1 ?
S1P3 ag: -0.4; HTR1E agonist: -1.1; M1 antagonist: -0.28; HER2 expr 66K: 134; M1 ag: 0.026; Jurkat tox 60K: -1; 5HT1E antag: 1; S1P1 ag-PAM: 5; HEK293 NFkB inh: 3

How did Cn1c(=O)[nH]c(=O)c2c1nc(N1CCN(c3cccc(Cl)c3)CC1)n2CCCc1ccccc1 do in these assays?
S1P3 ag: -3.1; HTR1E agonist: 0.1; M1 antagonist: -0.0037; HER2 expr 66K: 69; M1 ag: -0.15; 5HT1E antag: -8; S1P1 ag-PAM: 12
